Source: PubChem BioAssay (National Center for Advancing Translational Sciences (NCATS))
KDM5B inhibitor = Primary screen for KDM5B Histone Demethylases FDH-coupled qHTS; AID 1347165, 2019; 2.6% of 220,000 active; KDM5B demethylase, FDH-coupled NADH fluorescence (FDH is formaldehyde dehydrogenase); Potency, µM (highest dose often 57.7 µM), without a hit: at the highest dose activity change, negative = inhibition, usual class: inhibitors; Lysine-specific demethylase 5B (Homo sapiens), Q9UGL1; active = well fitted inhibition curve with a large enough effect; inconclusive = small, poorly fitted or top-dose-only effect; inactive = no such curve, though single readings can be large or run the other way; also: 0% is about no effect; nearly all actives have a fitted effect of over 70% in size
Target sequence (Q9UGL1 whole entry, looked up): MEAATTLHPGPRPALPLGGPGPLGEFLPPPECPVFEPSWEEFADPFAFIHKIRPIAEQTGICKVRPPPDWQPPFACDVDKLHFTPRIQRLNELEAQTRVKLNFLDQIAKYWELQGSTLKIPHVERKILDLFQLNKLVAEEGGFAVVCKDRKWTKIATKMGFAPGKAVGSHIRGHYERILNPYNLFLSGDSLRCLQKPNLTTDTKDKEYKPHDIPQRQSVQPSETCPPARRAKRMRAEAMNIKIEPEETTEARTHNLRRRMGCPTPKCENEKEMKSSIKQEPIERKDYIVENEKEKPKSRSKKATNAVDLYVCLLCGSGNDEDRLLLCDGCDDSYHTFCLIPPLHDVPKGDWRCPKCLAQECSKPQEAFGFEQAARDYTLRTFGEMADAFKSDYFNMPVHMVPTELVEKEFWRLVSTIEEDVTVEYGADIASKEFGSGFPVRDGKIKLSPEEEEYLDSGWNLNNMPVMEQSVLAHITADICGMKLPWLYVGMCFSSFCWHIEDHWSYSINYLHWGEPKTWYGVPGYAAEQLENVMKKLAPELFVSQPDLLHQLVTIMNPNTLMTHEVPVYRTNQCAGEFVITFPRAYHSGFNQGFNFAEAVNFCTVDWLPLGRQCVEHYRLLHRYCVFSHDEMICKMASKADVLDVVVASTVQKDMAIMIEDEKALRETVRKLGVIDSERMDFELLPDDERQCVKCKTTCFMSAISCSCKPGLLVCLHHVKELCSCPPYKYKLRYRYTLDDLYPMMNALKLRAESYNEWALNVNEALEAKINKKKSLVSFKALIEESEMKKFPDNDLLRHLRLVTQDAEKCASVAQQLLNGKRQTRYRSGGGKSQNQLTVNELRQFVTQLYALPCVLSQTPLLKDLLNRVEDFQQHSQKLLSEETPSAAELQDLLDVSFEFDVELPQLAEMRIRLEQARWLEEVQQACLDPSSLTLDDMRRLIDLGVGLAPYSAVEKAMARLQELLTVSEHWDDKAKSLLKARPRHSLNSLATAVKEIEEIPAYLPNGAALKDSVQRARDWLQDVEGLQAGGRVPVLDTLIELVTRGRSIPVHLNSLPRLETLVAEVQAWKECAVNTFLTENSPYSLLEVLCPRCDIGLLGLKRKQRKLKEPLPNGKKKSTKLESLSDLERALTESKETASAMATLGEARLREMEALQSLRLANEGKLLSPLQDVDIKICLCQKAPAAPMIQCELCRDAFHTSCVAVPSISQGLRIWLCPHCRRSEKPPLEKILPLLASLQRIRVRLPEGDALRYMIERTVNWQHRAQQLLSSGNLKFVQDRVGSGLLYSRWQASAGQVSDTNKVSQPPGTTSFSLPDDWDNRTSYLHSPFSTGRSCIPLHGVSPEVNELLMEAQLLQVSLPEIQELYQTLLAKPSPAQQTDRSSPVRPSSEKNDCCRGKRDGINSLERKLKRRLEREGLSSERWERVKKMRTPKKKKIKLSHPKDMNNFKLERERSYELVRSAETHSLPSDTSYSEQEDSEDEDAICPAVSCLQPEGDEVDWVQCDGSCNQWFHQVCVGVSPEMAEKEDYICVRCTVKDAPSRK
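Inhibition is measured as reduced NADH fluorescence generation from FDH coupling to formaldehyde release. Truncated KDM5BΔAP at 200 nM final acts on H3K4me3 peptide (12.5 µM in substrate mix) in pH 7.5 HEPES buffer with Tween-20, 30 min, room temperature.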
* = called active by the depositor; ? = inconclusive; [ ] = another dose, or the depositor's remark. Potency is read from the fitted curve at half-maximal effect. An excerpt; count on the stated rates, not on these rows.

Start of the data: the first 15 entries, ahead of the listing:
SMILES	KDM5B inhibitor
CN1CCC(N2CC[C@H](c3nnc(-c4ccc(N(C)C)cc4)o3)C2)CC1	?
CCOC(=O)c1cnn(-c2ccc(OC)cc2)c1C1CCN(C(=O)OC(C)(C)C)CC1	-26%
CC(C)(C)c1ccc(C(=O)NC(Nc2ccc(I)cc2)C(Cl)(Cl)Cl)cc1 (configuration not stated)	-1%
Cc1oc(-c2ccccc2Cl)nc1CS(=O)CC(=O)NCc1ccccc1Cl (configuration not stated)	15%
CC(c1cccs1)N(C)C(=O)c1ccccc1 (configuration not stated)	-4%[86.2 µM]
O=C(CN(Cc1ccc(Cl)cc1)C(=O)CNS(=O)(=O)c1ccc(F)cc1)NCC1CCCO1 (configuration not stated)	29%
O=C(Nc1cccc(-n2cccn2)c1)C1CCCN1C(=O)CCn1cccn1 (configuration not stated)	44%[activator]
CCOc1cc(CNCCSc2nnnn2-c2ccccc2)cc(Cl)c1OC	-15%
Cc1ccsc1C(=O)N1C[C@@H]2CCCN3CCC[C@@H]([C@H]23)[C@H]1CCCC(=O)N1CCOCC1	3%
COc1ccc(Cl)cc1NC(=O)Cn1cnc2c1c(=O)n(C)c(=O)n2C	-8%
Cc1c(Cl)cccc1NC(=O)N(C)CC1CCOC1 (configuration not stated)	-9%
O=C(C1CCCC1)N1CC[C@](O)(c2ccccc2)[C@H](N2CCCC2)C1	?
COc1ccccc1C(=O)Oc1c(Sc2ccccc2)c(C)nn1-c1ccccc1	?
FC(F)(F)c1cccc(C2=NOC3(CCCN(Cc4cccs4)C3)C2)c1 (configuration not stated)	-1%
CCOC(=O)N1CCN(C(=O)c2cc3n(n2)C(C(F)(F)F)CC(c2ccc4c(c2)OCO4)N3)CC1 (configuration not stated)	11%

Results, from the start:
SMILES	KDM5B inhibitor
CN1CCC(N2CC[C@H](c3nnc(-c4ccc(N(C)C)cc4)o3)C2)CC1	?
CCOC(=O)c1cnn(-c2ccc(OC)cc2)c1C1CCN(C(=O)OC(C)(C)C)CC1	-26%
CC(C)(C)c1ccc(C(=O)NC(Nc2ccc(I)cc2)C(Cl)(Cl)Cl)cc1 (configuration not stated)	-1%
Cc1oc(-c2ccccc2Cl)nc1CS(=O)CC(=O)NCc1ccccc1Cl (configuration not stated)	15%
CC(c1cccs1)N(C)C(=O)c1ccccc1 (configuration not stated)	-4%[86.2 µM]
O=C(CN(Cc1ccc(Cl)cc1)C(=O)CNS(=O)(=O)c1ccc(F)cc1)NCC1CCCO1 (configuration not stated)	29%
O=C(Nc1cccc(-n2cccn2)c1)C1CCCN1C(=O)CCn1cccn1 (configuration not stated)	44%[activator]
CCOc1cc(CNCCSc2nnnn2-c2ccccc2)cc(Cl)c1OC	-15%
Cc1ccsc1C(=O)N1C[C@@H]2CCCN3CCC[C@@H]([C@H]23)[C@H]1CCCC(=O)N1CCOCC1	3%
COc1ccc(Cl)cc1NC(=O)Cn1cnc2c1c(=O)n(C)c(=O)n2C	-8%
Cc1c(Cl)cccc1NC(=O)N(C)CC1CCOC1 (configuration not stated)	-9%
O=C(C1CCCC1)N1CC[C@](O)(c2ccccc2)[C@H](N2CCCC2)C1	?
COc1ccccc1C(=O)Oc1c(Sc2ccccc2)c(C)nn1-c1ccccc1	?
FC(F)(F)c1cccc(C2=NOC3(CCCN(Cc4cccs4)C3)C2)c1 (configuration not stated)	-1%
CCOC(=O)N1CCN(C(=O)c2cc3n(n2)C(C(F)(F)F)CC(c2ccc4c(c2)OCO4)N3)CC1 (configuration not stated)	11%
O=C(Nc1ccccc1)C1CCN(S(=O)(=O)c2ccc3c(c2)CCC3)CC1	-8%
COC(=O)c1c(NC(=O)c2c(-c3ccccc3)noc2C)sc2c1CCCCC2	8%
CCOC(=O)c1[nH]c(C)c(CCC(=O)N2CCC(C(=O)NCCN(C)C)CC2)c1C	19%
C=CCNc1nc(C(=O)OCc2c(F)c(F)c(F)c(F)c2F)cs1	14%
O=C(Cc1ccc2c(c1)OCO2)N1CCNc2cnc(Nc3cccc(C(F)(F)F)c3)nc2C1	14µM*
Cc1[nH]n(-c2ccccc2)c(=O)c1C(=O)c1ccccc1	?
CCCCCCCCCCCCS(=O)C1CCCCC1OC(C)=O (configuration not stated)	12%
COc1ccc(NC(=O)CCC2CCCN(S(=O)(=O)c3ccc(C)cc3)C2)c(OC)c1 (configuration not stated)	6%
COc1ccc(S(=O)(=O)Nc2ccc(C)n(CC(=O)NCc3ccccc3)c2=O)cc1	-24%
CCCSc1ncc(Cl)c(C(=O)Nc2c(C(=O)c3ccc(C)cc3)oc3ccccc23)n1	0%
Cc1ccc(CN(C(=O)c2ccco2)c2ccc(CC(=O)NC(C)C)cc2)cc1	-27%
Cc1oc2cc(OS(C)(=O)=O)ccc2c(=O)c1Oc1ccccc1Br	-10%
CC(C)NCCNC(=O)c1cccs1	?
Cc1ccccc1NC(=O)c1c(NC(=O)c2ccccc2F)sc2c1CCC(C)C2 (configuration not stated)	?
COc1ccc(C2=C(C)C(N3CCC(C(=O)Nc4ccccc4F)CC3)=NS2(=O)=O)cc1	-8%
C=CCNC(=O)C[C@@H]1CCN(S(=O)(=O)c2ccccc2)C[C@@H]1CC	32%[86.2 µM]
CCOc1ccc2oc(=O)cc(CN3CCN(CC(=O)Nc4ccc(F)cc4C)CC3)c2c1	23%
CC(C(=O)NC1CC1)N1C(=O)COc2ccc(C(=O)COc3cccc(Cl)c3)cc21 (configuration not stated)	20%
CN1CC(=O)N(c2ccccc2F)Cc2c1ncnc2N1CCN(c2ccccn2)CC1	?
CCOc1ccc(-c2nc(Cn3c(=O)cc(-c4ccccc4)c4c(C)nn(C)c43)c(C)o2)cc1OC	-10%
CCc1ccc(NC(=O)Cc2cn(C)c3ccccc23)cc1	-7%
CCN(CC)c1ccc(NC(=O)CCS(=O)(=O)c2cc3c(cc2Cl)NC(=O)CO3)c(C)c1	-15%
O=C1CN(c2nc(-c3ccncc3)nc3ccccc23)CCN1	9%
Cn1nc2c(c1NC(=O)Cn1nc3c(cc1=O)CCCC3)CSC2	?
Cc1nc2n(n1)CCN(C(=O)c1ccc(Cl)cc1)C2	27%[149 µM]
Cn1c(=O)c2c(ncn2CC(=O)Nc2ccccc2Oc2ccccc2Cl)n(C)c1=O	0%
O=C(NCCc1ccccc1)c1cncc(Br)c1	25%
CCOc1ccccc1NC(=O)C1CCCN(S(=O)(=O)c2c(C)[nH]c(=O)[nH]c2=O)C1 (configuration not stated)	-28%
Cc1cc(C(=O)N2CCc3nnc([C@@H]4C[C@@H](O)CN4C)n3CC2)n(C)n1	6%
O=C(c1ccc(Cl)cc1)N1CCC2(C1)C(=O)Nc1ccccc12 (configuration not stated)	6%[149 µM]
COc1ccc(Nc2oc(/C=C/c3ccccc3OC)nc2C#N)cc1	?
CCn1cc(C(=O)O)c(=O)c2cnc(N3CCN(C(=S)NC(=O)c4ccc(Cl)cc4Cl)CC3)nc21	-13%
CNc1c(NS(=O)(=O)c2ccc(C(C)C)cc2)c(=O)oc2ccccc12	11%
COc1cccc(CNC(=O)Cn2cccc2-c2nc(-c3ccc(OC)c(F)c3)no2)c1	9%
O=C(Cc1cccc(Cl)c1)N1CCCC(n2cc(-c3nc(-c4ccccc4)no3)nn2)C1 (configuration not stated)	?

Next results follow.
SMILES	KDM5B inhibitor
CCSc1nc2ncn(CC(=O)Nc3cc(F)ccc3F)c(=O)c2s1	8%
CCOc1cccc(C(C)NC(=O)N(C)Cc2ccc(C#N)cc2)c1 (configuration not stated)	-12%
O=C(Nc1ccc(S(=O)(=O)N2CCCCCC2)cc1)c1[nH]ncc1[N+](=O)[O-]	18%
CC(NC(=O)Cc1ccc(Cl)cc1)C12CC3CC(CC(C3)C1)C2 (configuration not stated)	-22%
O=C(c1nc(-c2ccc(F)cc2)no1)N1CCN(c2ccc(Cl)c(Cl)c2)CC1	7%
Cc1cccc(NC(=O)c2cccc3ncccc23)c1	11%
COc1ccccc1NC(=O)Cn1c(=O)c(-c2noc(C)n2)c2n(c1=O)CCCC2	26%
CCOCC1(c2nc3c([nH]2)CCCNC3=O)CCC1	?
COc1ccc(CCNC(=O)c2cc(C)nc3c2c(C)nn3-c2ccc(C)cc2)cc1OC	?
NCc1cccc(-c2cccc(Cl)c2)c1	14%[149 µM]
Cn1c(=O)c2c(nc(Oc3ccc(C#N)cc3)n2Cc2ccc(Cl)cc2Cl)n(C)c1=O	-15%
Cc1csc(C(C#N)C(=O)CSc2ccc(C(F)(F)F)cn2)n1 (configuration not stated)	10%
Cc1cc(C)cc(C(=O)Nc2ccc(-c3nc4ccccc4s3)cc2C)c1	16%
COc1ccc(NC(=O)c2cc3cccc(OC)c3oc2=O)c(OC)c1	8%
O=C(NCCN1CCCC1)C1CN(S(=O)(=O)c2cccs2)CC12CCCCC2 (configuration not stated)	-11%
CNC(=S)N/N=C(/C)c1ccc([N+](=O)[O-])cc1	10%
O[C@@H]1C[C@@H](c2nc(-c3ccccn3)no2)N(Cc2cccc(OC(F)(F)F)c2)C1	-14%[86.2 µM]
O=C(Cc1c[nH]c2ccccc12)N1CCC(N2C(=O)C(O)C23CCCCC3)CC1 (configuration not stated)	-4%
O=C1NC(=NC2CCCCC2)C2(CCN([S+](=O)([O-])c3ccccc3)CC2)N1c1cc(F)cc(F)c1	11%[115 µM]
COc1ccc(-c2cc(-c3ccc4cn[nH]c4c3)cn3cncc23)cc1	?
COCc1nn2c3c(cnc2c1-c1ccccc1)C(=O)CC(c1ccccc1)C3 (configuration not stated)	-9%
Cc1ccc(N(C(=O)C23CC4CC(CC(C4)C2)C3)C2C=CS(=O)(=O)C2)cc1Cl (configuration not stated)	3%
O=C(OC(C(=O)NC1CC1)c1ccccc1)c1n[nH]c(=O)c2ccccc12 (configuration not stated)	9%
Cc1cccc(NC(=O)N2CC(c3nnc(-c4ccncc4)o3)C3(CCOCC3)C2)c1C (configuration not stated)	7%
CCC(CNC(=O)c1ccc2c(c1)NC(=O)CS2)c1ccccc1 (configuration not stated)	14%
Cc1ccc(S(=O)(=O)c2cn(CC(=O)Nc3ccc(F)cc3)c3cc4c(cc3c2=O)OCO4)cc1	-7%
Cc1cc(C)c(CNC(=O)c2c(C)sc3ccn(C)c(=O)c23)c(C)c1	-11%
CCOC(=O)CSc1nc2sc3c(c2c(=O)n1-c1ccccc1)CCN(C(C)C)C3	?
O=C(CNC(=O)c1ccc(-c2ccccc2)cc1)OCc1ncc(-c2ccccc2)o1	4%
COc1cccc(Nc2cc(C)nc3ccc(Cl)cc23)c1	-12%
CCOC(=O)c1cccc(NC(=O)C2Cc3ccccc3N2C(=O)c2ccccc2)c1 (configuration not stated)	?
Cn1c(C(=O)N2CCN(C(=O)c3ccc(F)cc3)CC2)cc2ccccc21	11%
c1ccc(-c2nc(-c3ccc4c(c3)OCCCO4)cs2)nc1	?
COc1ccc(Cn2c(=O)[nH]c3cc(C(=O)N4CCN(c5cccc(OC)c5)CC4)ccc3c2=O)cc1	16%
COCCN1CCCCCC(O)c2cc(C(=O)NCCN3CCCCC3)ccc21 (configuration not stated)	?
S=C(NC(=NCc1ccccc1)c1ccccc1)Nc1ccccc1	4%
C/C=C/Cn1c(NCCO)nc2c1c(=O)[nH]c(=O)n2C	10%
Cc1c(C(=O)NCc2cncn2CC(C)C)oc2c(F)cccc12	53%[activator]
CN1C(=O)C2(CCN(C(=O)CCC3CCCCC3)CC2)c2ccccc21	21%
COc1ccc(Oc2coc3cc(OC(=O)c4ccccc4)ccc3c2=O)cc1	1%
COc1ccc(CN2CCNC(=O)C2CC(=O)NC2CCCCCC2)c(C)c1C (configuration not stated)	-20%
CC(C)c1ccc(NC(=O)c2cc3ccccc3oc2=O)cc1	13%
CC(C)CN1C(=O)CO[C@H](c2ccc(NC(=O)c3ccccc3)cc2)[C@H]1CO	13%[86.2 µM]
Cn1cccc1C(=O)N1CCCC(c2nc(-c3ccccc3)no2)CCNC(=O)CC1 (configuration not stated)	36%
CCOC(=O)c1ccc(OCC(O)CNCCCn2nc(C)cc2C)cc1 (configuration not stated)	-10%
COc1ccc(CSc2nnc(Cc3ccc(OCC(C)C)cc3)n2C)cc1Br	11%
Cc1csc2c(N3CCCCC3)ncnc12	12%
CC(C)Oc1ccc(C(O)(CC[N+](C)(C)C)C2CCCCC2)cc1 (configuration not stated)	7%
C=C(C)CSc1nc2sc3c(c2c(=O)n1C1CCCCC1)CCN(C)C3	?
Cc1cc(C)cc(NC(=O)c2csc3c2CCCC3)c1	-10%

The results go on.
SMILES	KDM5B inhibitor
CCS(=O)(=O)N1CCCN(C(=O)C2CC2)C(c2ccccc2)CC(=O)NCC1 (configuration not stated)	-19%
Cc1ccccc1CN1C(=O)c2ccccc2S(=O)c2ccc(C(=O)NCc3ccco3)cc21 (configuration not stated)	?
COC(=O)CCNC(=O)/C=C/c1cccc(C)c1	6%
CCN1CCC2(CC1)Cc1ccccc1CN(C(=O)CCCC(=O)O)C2	22%[115 µM]
COc1ccc(-c2cc(C(F)(F)F)n3nc(-c4ccc(Cl)cc4)cc3n2)cc1OC	-27%
Cc1ccc(C)c(S(=O)(=O)c2nnn3c2nc(N2CCCCC2)c2sccc23)c1	-26%
O=C(CN1CC2CC(C1)[C@H]1CCCC(=O)N1C2)NCCCN1CCCc2ccccc21 (some centres not stated)	14µM*
Cc1ncc(CO)c2cc(-c3nnc(Nc4ccc5c(c4)OCO5)s3)c(=O)oc12	-4%
O=C(NCCNC(=O)c1nc2ccccc2c(=O)[nH]1)c1ccc2ccccc2c1	11%

2 entries picked at random from the list so far:
SMILES	KDM5B inhibitor
O=C(CN1CC2CC(C1)[C@H]1CCCC(=O)N1C2)NCCCN1CCCc2ccccc21 (some centres not stated)	14µM*
CCS(=O)(=O)N1CCCN(C(=O)C2CC2)C(c2ccccc2)CC(=O)NCC1 (configuration not stated)	-19%
